# M17LAP inhibition = P. falciparum M17LAP inhibitors, primary screen, biochemical, fluorogenic H-Leu-NHMec substrate, 1536-well (AID 1619); recombinant M17LAP, H-Leu-NHMec fluorogenic kinetic assay; higher % means a stronger effect; 220,000 tested, 0.38% active; inhibition, % at 30 µM; hits with a dose series show IC50 in µM;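 active means compound inhibiting the enzyme by more than half at any dose during confirmatory dose-response retesting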;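 further: plate controls were full reaction with DMSO carrier for no effect and no enzyme background for full effect; strong numbers were not always called active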
# Autophagy mod = autophagy modulators in MEF cells, primary screen, imaging, high-content, MEF GFP-LC3 | MEF GFP-LC3 puncta imaging; test concentration mostly 10 µM | calls only at 10 µM (by protocol) | 190,000 tested, 0.98% active | AID 463193, 2010;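 active means percentage of spot-positive cells more than 3 SD above its plate mean, without a fluorescence outlier flag or 80% toxicity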;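 further: spot-positive cell cutoff set from DMSO-treated cells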
# Yfh1-depleted yeast = enhancers of respiration in Yfh1-depleted yeast, dose response, Friedreich's ataxia, plus single-dose screen (AID 1465). fold induction at 50 µM; hits with a dose series show EC50 in µM. 220,000 tested, 0.074% active. S. cerevisiae Yfh1-off respiration, WST-1 reduction, 72 h; higher fold induction means a stronger effect;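 active means fold induction of absorbance versus untreated yeast above a set limit, then at least 30% activation at any dose in follow-up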;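 further: activators that raise dye reduction in frataxin-depleted yeast; strong numbers were not always called active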
# MT stabilizer = microtubule stabilizers in HeLa cells, primary screen, imaging, high-content imaging. HeLa tubulin immunostaining HCS, 24 h; share of cells brighter than vehicle mean+2SD. % tubulin-high responders, % at 10 µM. 200,000 tested, 0.83% active. AID 2205, 2009;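 active means plate Z-score above 3 for both tubulin-high and condensed-nucleus cell shares, with cell loss under 80%, at 10 µM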;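 further: anti alpha tubulin signal scored within the nucleus-defined area of each cell; some results filed as inactive read as strong as hits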
# WT yeast gro inh = growth inhibition of WT strain, primary screen, mitochondrial fusion inhibitor project, WT and mutant strains, chemical genetic; mitochondrial fusion phenotypic screen; inhibition, % at 10 µM; 190,000 tested, 2.1% active; AID 1362, 2008; in the data active means inhibition above about 58%; tested in S. cerevisiae
# P. falciparum M1AAP = P. falciparum M1AAP inhibitors, biochemical, fluorogenic H-Leu-NHMec substrate, 1536-well (AID 1445); Aminopeptidase N (Plasmodium falciparum (isolate 3D7)); recombinant M1AAP, H-Leu-NHMec fluorogenic kinetic assay; higher % means a stronger effect; inhibition, % at 30 µM; hits with a dose series show IC50 in µM; 220,000 tested, 0.42% active;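 active means primary inhibition above the hit cutoff, then over 50% inhibition at one or more dose response concentrations, cut at about 23% in these data, passing the limit was not always enough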;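 further: plate controls were DMSO full reaction for no effect and no enzyme background for full effect; strong numbers were not always called active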
# b-catenin transl = modulators of beta-catenin nuclear translocation, primary screen, imaging, HeLa cells, immunofluorescence, high-content. nuclear translocation activity, % at 5 µM. 190,000 tested, 0.3% active. AID 1665, 2009;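 active means nuclear translocation activity above 50% at 5 µM, with a well cell count of 50 or more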;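 further: per-cell ratio of nuclear to cytoplasmic median beta-catenin stain intensity; plate controls were DMSO negative control for no effect and GSK-3 inhibitor IX positive control for full effect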
#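 System: Human HeLa cells, endogenous beta-catenin | Compound dosing: 5 µM primary, 0.02–20 µM confirmation | Timing: 24 h compound exposure at 37°C, 5% CO2 | Measured by: Fluorescence imaging of beta-catenin antibody stain plus DAPI | Read-out basis: % activation of per-cell nuclear versus cytoplasmic median beta-catenin signal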
# Dynein cargo inh = inhibitors of GR-EGFP nuclear translocation, primary screen, dynein cargo transport inhibitor project, imaging, high-content, 3617.4 mouse cells; test concentration mostly 20 µM; stimulated with dexamethasone, 1 µM; hits give low values; z-score, hits read low; 220,000 tested, 0.47% active;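 active means plate z-score of nuclear minus cytoplasmic receptor signal below a set negative limit, without overly bright fluorescence or cell loss, cut at about -3.5 in these data, passing the limit was not always enough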;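 further: z-score of nuclear minus cytoplasmic ring GR-EGFP intensity difference per well; some compounds called inactive have numbers as strong as hits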
#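 Buffer or medium: tet-free, stripped-serum medium; Also added: dexamethasone, 1.0 µM final; Technique: high-content fluorescence imaging after fixation; Times: 48 h induction, 1 h compound, 30 min dex at 37 °C; Read-out: per-cell GR-EGFP intensity, nucleus versus surrounding cytoplasmic ring, well-averaged.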
# T cell modulator = modulators of CD8 T cell-vesicle binding, primary screen, mouse 2C CD8+ T cells, flow cytometry. 2C CD8+ T cell-vesicle binding; hits give low values. calls only at 7 µM. 330,000 tested, 0.068% active;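 active means response, share of CD8 T cells binding vesicles, and their 90th percentile fluorescence all below set limits, cut at about 80% in these data, passing the limit was not always enough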
#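 Material: murine 2C transgenic CD8+ T lymphocytes / Also added: QL9-peptide-loaded Drosophila micro-vesicles bearing Ld, ICAM-1 and B7-1 / Schedule: binding step 1.5 h, 37 °C, antibody labelling 20 min, ice / Signal: flow cytometry, PE anti-B7-1 (FL2) versus Alexa647 anti-CD8 (FL8), PFA-fixed / Evaluation: percent CD8+ FL2 mean versus row control / Benchmarks: naked versus QL9-loaded vesicles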
# WT yeast gro inh mutant strain = recorded beside WT yeast gro inh, whose call it bears; inhibition, %; mitochondrial fusion phenotypic screen, mutant strain inhibition
# Dynein cargo inh cytoplasmic EGFP = second read-out of Dynein cargo inh, no call of its own (marks repeat the call); z-score; measured here: cytoplasmic GR-EGFP intensity; hits give high values
# Dynein cargo inh nuclear GR-EGFP = also measured in Dynein cargo inh; calls as there; z-score; measured here: nuclear GR-EGFP intensity;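 lower value marks the stronger effect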
# Dynein cargo inh cell count = further read-out of Dynein cargo inh, marked with its call; z-score; measured here: cell count per field
# b-catenin transl cell count 5 µM = recorded beside b-catenin transl, whose call it bears; cell count; measured here: cell count, cytotoxicity flag
# T cell modulator vesicle-bound % = also measured in T cell modulator; calls as there; double positive events, %; measured here: CD8+ vesicle-bound cell fraction;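 binding gate set so that unloaded-vesicle control wells show 10% double positive cells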
# MT stabilizer Hoechst-high % = also measured in MT stabilizer; calls as there; % Hoechst-high responders; measured here: nuclear condensation Hoechst responders;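 share of cells brighter than vehicle mean plus two SD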
# MT stabilizer cytotoxicity % = further read-out of MT stabilizer, marked with its call; toxicity, %; measured here: cytotoxicity by cell density;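 0% = mean cell density of plate MIN control wells and 100% = no cells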
# Autophagy mod cell loss 18 h = second read-out of Autophagy mod, no call of its own (marks repeat the call); toxicity, %; measured here: cell loss, nuclei count;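 cell loss after 18 h compound exposure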
# * marks the source's active call; other numbers are inactive results; i = inactive; nt = not tested or not shown.
canonical_smiles	T cell modulator vesicle-bound %	Dynein cargo inh	b-catenin transl	MT stabilizer Hoechst-high %	P. falciparum M1AAP	MT stabilizer cytotoxicity %	WT yeast gro inh mutant strain	b-catenin transl cell count 5 µM	T cell modulator	Dynein cargo inh cytoplasmic EGFP	Autophagy mod cell loss 18 h	WT yeast gro inh	Dynein cargo inh cell count	MT stabilizer	Autophagy mod	Dynein cargo inh nuclear GR-EGFP	M17LAP inhibition	Yfh1-depleted yeast
O=C(CSc1nc2scc(-c3ccccc3)c2c(=O)[nH]1)N1CCCCC1	51	-1.3	1.4	1.6	2%	3.3	-10	876	i	0.78	13	-8	0.85	3.2	i	-0.48	-6%	i
CCOC(=O)CCN(Cc1sccc1C)S(=O)(=O)c1ccc(F)cc1	38	-0.29	-0.1	1.2	-9%	1.7	16	1175	i	-0.32	0	11	0.56	1.5	i	-0.32	7%	i
COc1ccc2c(c1)c(CC(=O)Nc1ccc(C)cc1)c(C)n2C(=O)c1ccc(Cl)cc1	3	0.088	-6.7	1.7	1%	7.1	-6	1198	i	-0.22	-3	-2	0.064	2.1	i	0.5	-2%	i
CN(C)c1ccc(Sc2nnc(NC(=O)Nc3ccc(Cl)cc3Cl)s2)cc1	57	-0.035	-0.1	4.5	8%	1.5	-32	903	i	-0.32	7	-6	-0.15	3.7	i	-0.29	13%	i
O=S(=O)(c1ccc(Br)s1)N1CCN(Cc2ccc3c(c2)OCO3)CC1	39	-0.12	-0.9	0.9	4%	9.3	31*	1065	i	0.27	29	61*	-0.32	1.0	i	0.14	0%	i
CN1CCc2c(sc3c2C(=O)NC(c2ccccn2)N3)C1 (stereo unspecified)	43	-0.69	1.2	0.9	14%	37	0	1075	i	-0.13	4	-11	0.44	1.5	i	0.082	-50%	i
Fc1ccccc1NC(=S)N1CCN(Cc2ccccc2)CC1	43	0.99	0.5	2.0	-1%	8.4	6	513	i	-0.28	9	11	0.66	4.1	i	0.47	1%	i
Cc1ccc(Cn2cccc2/C=C2/C(=N)N3C=CSC3=NC2=O)cc1	41	2.5	-0.8	1.5	-1%	4.5	8	1167	i	-0.076	2	6	-1.6	3.0	i	2.6	11%	i
O=C(c1cccc(Br)c1)N1CCN(c2cnn(-c3ccccc3)c(=O)c2Cl)CC1	3	1.9	-2.5	1.7	4%	15	8	1111	i	-0.26	-34	10	-0.81	3.3	i	1.2	6%	i
COCCCN(C(=S)Nc1cc(Cl)cc(Cl)c1)C(C)c1ccncc1 (stereo unspecified)	44	-0.32	4.5	2.7	0%	10	1	1062	i	-0.096	7	21	-1.2	1.9	i	-0.16	6%	i
CCOc1ccc(OCC(=O)Nc2ccccc2C(F)(F)F)cc1	66	0.87	0.3	2.8	4%	8.6	2	1487	i	-0.32	-10	-12	-0.42	3.9	i	0.84	0%	i
Cc1ccc(C)c(NC(=S)N(CCc2ccncc2)C(C)C)c1	18	-0.92	-0.4	2.3	5%	9.3	13	1145	i	-0.27	-6	9	0.46	6.3	i	-0.57	-9%	i
CCCc1cc(N2CCCC(C(=O)NCC)C2)n2ncnc2n1 (stereo unspecified)	24	1.3	-4.7	3.5	1%	7.6	3	984	i	-0.35	8	-12	-0.33	4.2	i	0.6	3%	i
COC(=O)C1=CN(Cc2ccc(OC)c(OC)c2)C=C(C(=O)OC)C1c1cccs1	nt	0.31	1.7	2.4	7%	7.7	15	1142	nt	-0.33	3	12	0.41	3.9	i	0.32	-1%	i
CC(C)c1ccc(NC(=O)CCNS(=O)(=O)c2cccc3nsnc23)cc1	28	0.15	-5.7	1.1	5%	6.6	2	1213	i	-0.066	-7	-10	0.23	2.5	i	-0.011	4%	i
O=C(c1ccco1)N1CCN(C(c2ccccc2F)c2nnnn2CC2CCCO2)CC1 (stereo unspecified)	46	0.8	5.3	1.9	-6%	5.9	6	1131	i	-0.087	2	7	-1.4	4.0	i	0.71	-10%	i
O=C(NCCc1cccc(Cl)c1)c1ccc(Cl)c([N+](=O)[O-])c1	51	-0.035	-1.6	4.2	0%	9.4	13	1153	i	-0.25	10	30	0.027	2.1	i	-0.066	1%	i
Cc1ccc(C)c(Cn2nnc3c(=O)[nH]c(C(=O)NCc4ccco4)nc32)c1	30	1.8	-1.3	2.0	7%	2.7	-18	1175	i	-0.21	2	-7	0.19	2.9	i	1.1	-116%	i
Cc1nc([N+](=O)[O-])c(N2CCN(Cc3ccccc3)CC2)n1Cc1ccccc1	48	0.27	nt	1.7	6%	8.3	5	nt	i	-0.21	-8	2	0.81	3.2	i	0.31	0%	i
CCCCn1c(SCC(=O)Nc2sc3c(c2C(N)=O)CCC3)nnc1-c1ccccc1	28	-0.87	nt	2.3	nt	21	nt	nt	i	-0.19	-5	nt	-0.31	2.3	i	-0.2	nt	i
CC(=O)N(CCC(Cc1ccccc1)c1ccco1)Cc1ccco1 (stereo unspecified)	34	-1.4	1.3	nt	3%	nt	nt	1274	i	-0.7	nt	nt	0.42	nt	nt	-1	11%	i
CCOc1ccc(CN(Cc2ccco2)C(c2cccs2)c2nnnn2C(C)(C)C)cc1 (stereo unspecified)	20	-1.1	2.7	3.4	7%	7.5	-64	1165	i	-0.21	-12	30	1	4.3	i	-0.45	-7%	i
O=C1CC(c2ccccc2)CC(O)=C1C=NCc1ccncc1 (stereo unspecified)	50	-0.84	-0.9	1.4	2%	6.4	3	1148	i	-0.15	0	1	1	5.2	i	-0.3	4%	i
Cc1cccc2sc(N(CCCN(C)C)C(=O)CCc3ccccc3)nc12	47	2.6	0.0	2.8	8%	7.7	94	995	i	0.1	-1	92	-2.2	4.6	i	1.8	2%	i
CCOC(=O)c1nnn(-c2nonc2N)c1COc1ccc(F)cc1	23	-0.12	nt	1.8	5%	9.7	18	nt	i	-0.13	4	19	0.77	0.5	i	-0.1	-6%	i
O=C(CSc1nc2ccccc2c(=O)n1Cc1ccccc1)NCc1ccco1	35	1.7	-0.9	1.3	13%	5.2	-24	1342	i	-0.048	-1	0	-1.8	2.9	i	0.45	7%	i
Cc1ccc(OC(=O)c2cccc(S(=O)(=O)N(C)C)c2)c(-n2nc3ccccc3n2)c1	53	0.56	nt	1.0	-4%	5.1	-2	nt	i	-0.32	37	17	-0.41	2.4	i	0.3	3%	i
CN1CCN(c2ccc(CNC(=O)c3cc4ccccc4o3)cc2)CC1	33	0.066	-0.7	nt	7%	nt	nt	1321	i	-0.16	nt	nt	-0.28	nt	nt	-0.084	15%	i
CN(C)S(=O)(=O)Oc1ccc(Cl)cc1C(=O)Nc1ccc(F)cc1F	64	0.33	-3.3	1.3	-2%	7.0	1	1000	i	-0.23	2	6	-0.27	2.4	i	0.47	-9%	i
C[N+](C)(C)CCCCCCCCCC[N+](C)(C)C	24	1	nt	2.1	-6%	3.3	-21	nt	i	-0.29	6	-7	0.44	3.3	i	0.86	2%	i
CC(C)C(=O)Nc1nnc(CCc2nnc(NC(=O)C(C)C)s2)s1	68	0.13	0.8	1.2	2%	6.3	2	974	i	-0.18	0	-16	1.6	3.7	i	0.25	1%	i
O=C(CCS(=O)(=O)Cc1ccccc1)N1CCc2ccccc2C1	22	-2	-2.4	0.9	-4%	1.9	-5	1247	i	2.5	2	-11	1.2	1.6	i	-0.52	17%	i
O=C(Nc1nccs1)C(NS(=O)(=O)c1ccc(Br)s1)c1ccccc1 (stereo unspecified)	32	-0.62	1.0	2.0	5%	6.5	12	1429	i	-0.23	-4	12	0.49	2.2	i	-0.36	-9%	i
COC(=O)c1ccc(-n2c(C)cc(C(=O)CSc3cccc[n+]3[O-])c2C)cc1	20	-0.27	-1.9	1.7	2%	1.0	6	1057	i	-0.082	19	-8	0.21	2.3	i	-0.5	16%	i
COc1ccccc1-c1nnc(Nc2nc3c(OC)cccc3s2)o1	33	-1.2	48	9.8	-3%	42	6	448	i	-0.25	61	8	0.6	19	i	-0.15	-7%	i

# High-throughput results deposited in PubChem by several laboratories.
